Source: PubChem
TDP-43 yeast inh = rescues yeast growth from TDP-43 toxicity; TDP-43 expressing yeast growth rescue, BacTiter-Glo, 24 h; Potency, µM (top dose mostly 46.1 µM), for inactives: top-dose growth rescue (activation), usual class: activators; hit rate 1.8% among 410,000; AID 652104; also: potency is read from the fitted curve at half-maximal effect; % of control where 0% means no effect; nearly all actives have a fitted effect of over 50% in size
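In this qHTS, compounds that restore growth of yeast expressing TDP-43 appear as activators. Cells (OD600=0.02, galactose medium, raffinose-pregrown) are incubated with compound 24 hr at 30 deg C and growth is quantified by BacTiter-Glo.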
KB-V1 cytotox = KB-V1 MDR subline cytotoxicity; KB-V1 MDR cells viability, CellTiter-Glo, 72 h; Potency, µM (titrated, usually from 46.1 µM), for the others: top-dose activity change, negative = cytotoxicity, usual class: cytotoxic; hit rate 3.4% among 400,000; AID 1347076; also: potency is read from the fitted curve at half-maximal effect; % is scaled to controls: 0 for no effect and ±100 for the full control effect; nearly all actives have a fitted effect of over 60% in size
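Readout: CellTiter-Glo luminescence, 10 min after addition. Cells: KB-V1 MDR subline, 72 h at 37 degrees C with compound. Analysis: corrected, normalized data fitted to concentration-effect curves.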
D3 ag = D3 dopamine receptor (human) agonism; P35462; AID 652048; D3R DiscoveRx beta-arrestin cells, luminescence, 90 min; hit rate 0.58% among 410,000; max activation, %; in the data active = max activation above about 30%; also: 0% is about no effect; mostly tested at two doses, the higher about 12 µM
Target sequence (P35462 whole entry, looked up): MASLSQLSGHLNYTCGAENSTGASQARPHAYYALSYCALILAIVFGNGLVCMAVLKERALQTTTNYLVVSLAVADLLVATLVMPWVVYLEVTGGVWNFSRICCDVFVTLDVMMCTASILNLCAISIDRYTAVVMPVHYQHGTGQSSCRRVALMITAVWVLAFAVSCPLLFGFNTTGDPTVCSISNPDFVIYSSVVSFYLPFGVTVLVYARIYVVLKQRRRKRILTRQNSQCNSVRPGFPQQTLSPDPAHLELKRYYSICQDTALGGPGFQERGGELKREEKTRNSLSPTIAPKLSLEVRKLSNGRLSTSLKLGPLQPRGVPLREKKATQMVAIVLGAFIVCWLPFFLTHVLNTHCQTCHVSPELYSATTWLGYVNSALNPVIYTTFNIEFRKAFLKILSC
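Agonist-mode cell screen: cells plated at 1500/well and incubated overnight at 37 °C, then exposed to library compounds for 90 min at 37 °C. Detection reagent was added for 30–60 min at room temperature, and luminescence was read.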
GLP1R inv ag = GLP-1 receptor (human) inverse agonism; HEK293 GLP-1R CRE-luciferase, luminescence, 24 h; GLP-1R form is constitutively active; Potency, µM (titrated, usually from 38.3 µM), inactives show top-dose activity change, negative = inhibition, usual class: inhibitors; hit rate 1.6% among 410,000; AID 624417; also: potency is read from the fitted curve at half-maximal effect; % is scaled to controls: 0 for no effect and ±100 for the full control effect; nearly all actives have a fitted effect of over 55% in size
Target sequence (P43220 whole entry, looked up): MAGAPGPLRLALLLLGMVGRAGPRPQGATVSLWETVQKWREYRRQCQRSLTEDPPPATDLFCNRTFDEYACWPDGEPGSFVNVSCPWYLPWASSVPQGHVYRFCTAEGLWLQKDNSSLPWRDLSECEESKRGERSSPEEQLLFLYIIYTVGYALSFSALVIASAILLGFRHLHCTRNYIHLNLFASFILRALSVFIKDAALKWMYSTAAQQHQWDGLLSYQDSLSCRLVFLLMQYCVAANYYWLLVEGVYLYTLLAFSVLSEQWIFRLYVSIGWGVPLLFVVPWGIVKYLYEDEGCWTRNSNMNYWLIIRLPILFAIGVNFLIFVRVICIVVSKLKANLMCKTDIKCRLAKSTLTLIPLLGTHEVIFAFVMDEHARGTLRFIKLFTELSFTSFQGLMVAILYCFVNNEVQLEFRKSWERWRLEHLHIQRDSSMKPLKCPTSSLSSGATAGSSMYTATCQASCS
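Constitutively active GLP-1R drives a cAMP-responsive luciferase in stably transfected HEK293 cells; test compounds are added after overnight (12 h) attachment and left 24 hr, and signal loss in luminescence marks inhibition.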
GLP-1R agonist = GLP-1 receptor (human) agonism; HEK293 GLP-1R CRE-luciferase, luminescence, 4-6 h; cells express a hypersensitive GLP-1R form; Potency, µM (doses to about 45.6 µM), inactives show at the top dose activation, most hits filed as activators; P43220; hit rate 0.007% among 380,000; also: potency is read from the fitted curve at half-maximal effect; % of control where 0% means no effect
PTHR1 ag = activates the human parathyroid hormone receptor PTHR1; hit rate 0.075% among 410,000; HEK293 GP2 PTHR1 cells, GloSensor cAMP luminescence, 1 h; Potency, µM (highest dose often 115 µM), for the others: at the top dose activation, usual class: activators; Q03431; also: potency is read from the fitted curve at half-maximal effect; nearly all actives have a fitted effect of over 55% in size; some results filed as inactive show a strong effect at the top dose; inactives centre near -15; many of its hits are not listed in these tables
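HEK-293-derived GP2 cells expressing PTHR1 and a GloSensor cAMP reporter, 3,000/well, plated overnight, given luciferin plus IBMX (each 0.5 mM as added) for 1 h at 37 °C, then compound for 1 h at 37 °C. Luminescence was read after 15 min at room temperature.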
GLP1R cytotox = cytotoxic in the GLP-1 receptor inverse agonist counter-screen. HEK293 cAMP-luciferase reporter cells, luminescence, 24 h. Potency, µM (doses to about 38.3 µM), inactives show at the top dose activity change, negative = inhibition, hits mostly inhibitors. hit rate 0.13% among 410,000. AID 624418;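 also: loss of luciferase light is scored as toxicity; potency is read from the fitted curve at half-maximal effect; % is scaled to controls: 0 for no effect and ±100 for the full control effect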
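Luminescence readout: signal drop marks cytotoxicity. Plated cells grew 12 h at 37 °C, 5% CO2, received 23 nL compound for 24 h, then got luciferase reagent, read after 12 min at RT.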
D3 antag = antagonists of human D3 dopamine receptor. D3R cells, DiscoveRx beta-arrestin luminescence, antagonist mode; hits give low values. max response, negative = inhibition, %. P35462. hit rate 2.5% among 360,000; in the data active = max response below about -50%; inconclusive = no clear call, values can overlap the other calls; also: % is scaled to controls: 0 for no effect and ±100 for the full control effect; mostly tested at two doses, the higher about 12 µM
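Cells plated overnight at 1500 cells/well, then exposed to library compounds with dopamine controls for 90 minutes at 37 degrees C. DiscoveRx reagent added for 30–60 minutes at room temperature; luminescence read, quantitative HTS format.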
aSyn rescue = inhibitors of alpha-synuclein toxicity in yeast. Yeast expressing alpha-synuclein, growth rescue, BacTiter-Glo, 24 h. AID 652106. hit rate 0.14% among 370,000. Potency, µM (titrated, usually from 46.1 µM), without a hit: top-dose growth rescue (activation), usual class: activators; also: potency is read from the fitted curve at half-maximal effect; % of control where 0% means no effect; nearly all actives have a fitted effect of over 65% in size
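Rescue of yeast growth: cells expressing toxic alpha-synuclein, induced in galactose at OD600 0.02, incubated with compound 24 h at 30 C. ATP luminescence quantified growth; inhibitors of toxicity appear as activators.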
The depositor's hits bear a star; i = inactive; ? = inconclusive; . = no result given; & = joins results of further samples; [ ] = remark or other dose. Unless noted, calls follow the shape of the dose curve; as a rule, active = well fitted curve in the direction sought with a large enough effect; inconclusive = small, poorly fitted or top-dose-only effect, or another doubt; inactive = no such curve, though single readings can be large; an effect the other way counts as inactive or inconclusive. These rows are one share of the data (hit frequency here may not be typical).

compound	TDP-43 yeast inh	KB-V1 cytotox	D3 ag	GLP1R inv ag	GLP-1R agonist	PTHR1 ag	GLP1R cytotox	D3 antag	aSyn rescue
COC(=O)[C@]1(Cc2ccccc2)N[C@H](c2ccc(-c3cccc(Cl)c3)cc2)[C@@H]2C(=O)N(C)C(=O)[C@@H]21	8%	-1%	-29	?	2%	i	-21%	?	27%
CCC(C)(C)NC(=O)C(c1ccccn1)N(C(=O)c1csnn1)C1CCCCC1 (stereo not given)	-31%[inhibitor]	?	-8	3%	0%	4%	-14%	-5	-5%
CC(=O)NC(Cc1cccc(C)c1)C(=O)NC1CCN(C(=O)c2ccc([N+](=O)[O-])cc2)CC1 (stereo not given)	13%	21%	1	3%	-2%	i	5%	16	6%
COc1ccc(CNC(=O)c2ccccc2SC)cc1	17%	21%	-16	-22%	-2%	i	9%	14	-8%
COc1ccc(-n2c(-c3ccccc3)nc(=S)c3c2CCCC3)cc1	?	12%	1	-10%	-13%	i	-5%	0	13%
COC(=O)c1cc2c(C)[nH]c(C)c2cc(C(=O)OC)c1=O	-5%	4%	1	7%	-1%	i	-15%	3	-8%
Cc1csc(Cn2c(CN(C)C)nc3ccccc3c2=O)n1	-20%	-14%	1	-21%	-1%	-12%[57.5 µM]	0%	2	-1%
COc1cccc(CCN2C(=O)C(=O)N([C@@H](CNCc3ccccc3)Cc3ccccc3F)C[C@@H]2C(C)(C)C)c1	-4%	-5%	0	?	5%	-5%	-14%	-21	0%
CCCC(C(=O)NCc1ccc(OC)cc1)N(Cc1ccco1)C(=O)c1snc(C(N)=O)c1N (stereo not given)	-4%	-2%	30	0%	2%	-7%[57.5 µM]	-8%	31	2%
CC1CCCC(NC(=O)C2N(CCCN3CCCC3)C(=O)C3C(C(=O)Nc4ccc(Cl)cc4)C4C=CC32O4)C1C (stereo not given)	-6%	-5%	-17	?	10%	i	-16%	2	-4%
CC1CCN(C(=O)CSc2nc3ncccc3[nH]2)CC1	8%	1%	-5	17%	9%	i	0%	?	-1%
CC(C)(CN=C1NS(=O)(=O)c2ccccc21)CNC(=O)c1ccccc1	12%	-14%	-4	14%	-2%	-25%	5%	-3	10%
C[C@H](CO)N1C[C@H](C)[C@@H](CN(C)C)Oc2c(NC(=O)Cc3ccccc3)cccc2C1=O	-3%	11%	-4	8%	-4%	-14%	2%	20	-4%
COc1ccc(-c2[nH]ncc2/C=N/NC(=O)c2cccc([N+](=O)[O-])c2)cc1OC	-6%	-7%	-6	28%	-4%	-29%	7%	-19	-14%
Clc1ccc(-c2c(C3=NCCCN3)nnn2-c2ccc(Cl)cc2)cc1	3%	0%	-1	?	6%	-19%	-1%	2	3%

Look-ups from above:
CCC(C)(C)NC(=O)C(c1ccccn1)N(C(=O)c1csnn1)C1CCCCC1 (stereo not given) in D3 ag reads -8
CCCC(C(=O)NCc1ccc(OC)cc1)N(Cc1ccco1)C(=O)c1snc(C(N)=O)c1N (stereo not given) in PTHR1 ag reads -7%[57.5 µM]

Continued:
compound	TDP-43 yeast inh	KB-V1 cytotox	D3 ag	GLP1R inv ag	GLP-1R agonist	PTHR1 ag	GLP1R cytotox	D3 antag	aSyn rescue
COc1ccccc1C1CC(=O)Oc2cc(C)c(Br)c(C)c21 (stereo not given)	-16%	-7%	-2	?	0%	1%	-12%	-5	-14%
COC(=O)c1ccc(CNC(=O)COC(=O)c2ccc(N(C)C)cc2)cc1	13%[9.22 µM]	?	0	8%[7.66 µM]	3%	i	-3%[7.66 µM]	14	0%
COc1ccc(Cl)cc1CC=NNC(=O)c1cccc(C)c1O	?	-27%	-17	?	-13%	i	-7%	-2	14%
CSc1ccc(C(=O)C2CCCN(C(=O)Cc3nonc3C)C2)cc1 (stereo not given)	-21%[0.397 µM]	-27%	16	-12%	17%	-5%	-1%	-84*	3%
CC(=O)Nc1cc(NC(C)=O)cc(C(=O)OCC(=O)Nc2ccc(S(=O)(=O)NC3=NCCCCC3)cc2)c1	-3%	?	9	4%	-3%	i	-4%	0	1%
CC(C)N(Cc1ccccc1)C(=O)CN1c2cccc3cccc(c23)S1(=O)=O	15%	.	2	?	-3%	-20%	0%	3	15%
Cc1c(Cl)cccc1NC(=O)N1CCN(C(=O)c2nsc3ccccc23)CC1	5%	-25%	-7	15%	.	i	-4%	.	.
CCc1c(C)nc2ccc(Br)cc2c1SCCC#N	?	?	2	?	7%	-17%	6%	1	6%
COC(=O)C1=C(C)N=C2SCCC(=O)N2C1c1cccs1 (stereo not given)	6%	14%	4	2%	-6%	i	-9%	12	-2%
CCCNC(=O)c1onc(CSc2ccccc2)c1C(=O)NCCC	25%	-11%	1	?	-4%	-18%	7%	-4	-8%
O=C(CSc1nc(O)cc(=O)n1-c1ccccc1)c1ccc(Br)cc1	5%	9%	5	10%	-1%	i	-7%	7	10%
COc1ccc(NC(=O)c2nnn(Cc3nc(-c4cc(OC)c(OC)c(OC)c4)oc3C)c2C)cc1	6%	?	-3	4%	2%	i	5%	.	.
COc1ccc(NC(=O)N2CCCCC2)cc1	-21%	10%	-26	0%	-8%	i	-19%	-4	0%
Cc1ccc(NC(=O)c2c(C)oc3ccc(O)c(CN4CCCCC4)c23)cc1	0%	0%	4	?	.	i	-11%	.	.
CCO[C@@H]1OC(C(=O)N2CCN(Cc3ccccc3)CC2)=C[C@H](C2CC2)[C@H]1CCCO	-5%	-10%	-28	-12%	12%	-17%	3%	-19	1%
CCCn1c(SCC(=O)NCc2ccco2)nc2c1c(=O)n(C)c(=O)n2C	5%	1%	-5	2%	-4%	i	4%	17	-8%
CCOC(=O)C1CCCN(CCC(=O)Nc2cccc(C)c2)C1 (stereo not given)	-10%&-1%	?	-7&-19	0%&5%	2%	-6%&-28%	0%&16%	-10	4%
O=C(CSc1nc2c([nH]c3ccccc32)c(=O)n1-c1cccc(Cl)c1)NCC1CCCO1 (stereo not given)	-1%	0%	-6	2%	-3%	i	0%	.	-2%
CC(C)(C)c1ccc(Oc2cccc(C3CC(=O)C(C4NCCc5ccccc54)C(=O)C3n3cncn3)c2)cc1 (stereo not given)	-10%	13%	2	6.3µM*	-5%	-3%[57.5 µM]	-22%	0	-3%
CCOC(=O)c1ccc(CN(Cc2ccc(F)cc2)S(=O)(=O)c2ccc(F)c(C(=O)Nc3ccc(Cl)cc3F)c2)cc1	25%	.	8	8%	.	-7%	-7%	.	.
Cc1ccc(N(CN2CCCC2=O)C(=O)c2ccc(C)c(C)c2)cc1	-3%	8.2µM*	2	31%[activator]	14%	-18%[57.5 µM]	-19%	74	11%
CC(=O)N1CCc2c(sc3c2c(=O)n(-c2ccc(C)cc2)c(=O)n3Cc2c(F)cccc2Cl)C1	-18%	-14%	-13	-4%	.	-29%	-8%	.	.
O=C(NCc1ccco1)c1cc2nc(-c3cccs3)cc(C(F)(F)F)n2n1	4%	?	-13	0%	1%	-18%	187%[activator]	-27	4%
CCOC(=O)c1ccc(OCCOc2ccccc2C)cc1	31%	5%	0	-27%	1%	-4%	4%	5	13%
CCn1c2ccc(C)cc2c2nc3cc(C(=O)O)ccc3nc21	?	-5%	15	63%[activator]	2%	-4%	-3%	13	-58%[inhibitor]
CC(C)CSC1=NSC2=NC(=O)/C(=C\c3ccccc3)C(=N)N12	-18%	-15%	2	-20%	-4%	-90%[inhibitor]	0%	1	-5%
CCCN(CC(=O)Nc1ccc(F)c(F)c1F)C(=O)c1ccc2c(c1)NC(=O)CS2	9%	6%	1	-26%	2%	-27%	-2%	-16	-4%
COC(=O)C1(CO)NC(c2ccc(C)cc2)C2C(=O)N(c3ccccc3)C(=O)C21 (stereo not given)	15%	13%	-3	14%	0%	-49%[inhibitor]	-2%	11	2%
CCCCNc1c(-c2ccc(OC)c(SC3CCCCC3)c2)nc2ccc(Cl)cn12	?	-4%	9	0%	-3%	i	0%	105	-16%
COc1cc(SC)ccc1C(=O)OC(C)C(=O)NC1CCCC1 (stereo not given)	20%	?	8	-16%	15%	-21%	-1%	3	11%
CCC(=O)c1ccc(OCC(=O)OCC(=O)NC2CCCC2)cc1	11%	17%	2	11%	-10%	13%	16%	-7	4%
OCCNCc1cccc(OCc2ccccc2Cl)c1	-13%	-27%	3	?	2%	i	4%	2	0%
COc1ccc(CC(=O)N/N=C(\C)c2cccc(NC(=O)C3CC3)c2)cc1	-2%	?	4	18%	-3%	?	4%	-13	0%
COc1ccc(NC(=O)c2sccc2SCC#N)cc1	13%	?	0	0%	17%	i	5%	-82*	-1%
Cc1cc(OCC(=O)NCCc2c[nH]c3ccccc23)c2c(C)cc(=O)oc2c1	18%	0%	8	14%	12%	-19%	1%	1	-5%
COC(=O)C1=C(O)/C(=C\c2ccc(OCC(=O)Nc3ccccc3)cc2)N=C1C	2%	-10%	-11	7%	7%	-19%	2%	-6	-12%
O=C(Nc1ccccc1)N1CCN(c2ncccn2)CC1	3%	31%	2	28%	-7%	i	-8%	7	22%
CN(CC(=O)NC1CCCCC1)S(=O)(=O)c1ccc(Br)s1	13%	-7%	2	15%	15%	-4%	-13%	-7	-9%
Cc1cccc(C)c1NC(=O)C1CCN(C(=O)c2cccs2)CC1	-6%	0%	6	3%	3%	-14%	-4%	-5	6%
CCC(CC)C(=O)Nc1ccc(S(=O)(=O)Nc2nccs2)cc1	11%	3%	8	14%	0%	i	-1%	3	-1%
CCOc1cc(C#N)c(NC(=O)c2cccnc2)cc1OCC	4%	?	-2	-39%	17%	-10%	?	25	0%
